IMPase Li inh – qHTS Assay for Identifying the Cell-Membrane Permeable IMPase Inhibitors: Potentiation with Lithium; CHO-M1 cells, IP1 TR-FRET (IP-One), carbachol + lithium; Potency, µM (doses to about 59.4 µM), for inactives: top-dose activity, negative = IMPase inhibition, usual class: inhibitors; hit rate 0.35% among 210,000;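 note: IP1 builds up when IMPase is blocked and the TR-FRET signal falls; plate controls were basal vehicle for no effect and high inhibitor control for full effect; nearly all actives have a fitted effect of over 50% in size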
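Readout is a homogeneous TR-FRET IP1 immunoassay (Ex 320, Em 665 and 620), where raised cytosolic IP1 lowers signal. Cells were CHO-M1 treated 30 min at 37C with test compounds plus a little lithium; AC50 values came from Hill-equation fitting.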
Luc counter – Counterscreen for Luciferase (Kinase-Glo TM) Inhibition; Luciferin 4-monooxygenase (Photuris pensylvanica), Q27757; Kinase-Glo luciferase, ATP luminescence, 8 min; Potency, µM (top dose mostly 38.3 µM), without a hit: at the top dose activity change, negative = inhibition, actives largely listed as inhibitors; hit rate 0.28% among 200,000; AID 1379, 2008; note: % is set by controls: 0 for no effect and ±100 for the full control effect; nearly all actives have a fitted effect of over 60% in size
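Inhibition of Kinase-Glo luciferase light generation was assessed at 10 uM ATP in pH 7.2 imidazole buffer, with luminescence measured after eight minutes at ambient temperature.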
JMJD2E inh – qHTS Assay for Inhibitors of Human Jumonji Domain Containing 2E (JMJD2E); Lysine-specific demethylase 4E (Homo sapiens), B2RXH2; JMJD2E catalytic domain, FDH-coupled NADH fluorescence (FDH is formaldehyde dehydrogenase); Potency, µM (titrated, usually from 57.1 µM), inactives show at the highest dose activity change, negative = inhibition, usual class: inhibitors; hit rate 1.6% among 230,000; AID 2147, 2009; active = well fitted inhibition curve with a large enough effect, not every such curve was filed as active; inconclusive = small, poorly fitted or top-dose-only effect, or another doubt; inactive = no such curve, though single readings can be large or run the other way;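 note: 0% = wells with enzyme and -100% = buffer wells without enzyme; nearly all actives have a fitted effect of over 50% in size; many of its hits are not listed in these tables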
GoLoco inh red – qHTS Assay for Inhibitors of RGS12 GoLoco Motif Activity (Red Fluorophore). Gai1:RGS12 GoLoco peptide FP, rhodamine, 10 min. Potency, µM (titrated, usually from 61.6 µM), inactives show top-dose activity, negative = inhibition, hits mostly inhibitors. hit rate 0.44% among 230,000. AID 880, 2007; active = well fitted inhibition curve with a large enough effect, not every such curve was filed as active; inactive = no such curve, though single readings can be large or run the other way; note: % is set by controls: 0 for no effect and ±100 for the full control effect; nearly all actives have a fitted effect of over 30% in size; many of its hits are not listed in these tables
Target sequence (P63096 whole entry, looked up): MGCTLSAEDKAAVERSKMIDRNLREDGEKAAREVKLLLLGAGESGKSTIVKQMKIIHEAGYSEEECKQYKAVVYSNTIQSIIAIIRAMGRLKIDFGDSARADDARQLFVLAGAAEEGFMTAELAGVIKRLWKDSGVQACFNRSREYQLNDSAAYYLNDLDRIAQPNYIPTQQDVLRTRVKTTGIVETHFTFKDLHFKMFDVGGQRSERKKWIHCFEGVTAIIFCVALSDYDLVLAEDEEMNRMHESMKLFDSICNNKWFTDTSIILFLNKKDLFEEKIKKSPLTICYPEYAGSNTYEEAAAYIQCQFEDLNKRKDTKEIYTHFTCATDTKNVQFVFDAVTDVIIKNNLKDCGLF
Epigenetic derep – Quantitative High-Throughput Screen for Regulators of Epigenetic Control | AID 1865, 2009 | hit rate 0.2% among 280,000 | murine LDR cells, GFP reporter derepression, 30 h | Potency, µM (doses to about 53.9 µM), for inactives: at the top dose GFP activation, hits mostly activators; note: % of control where 0% means no effect; nearly all actives have a fitted effect of over 60% in size
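Murine LDR cells bearing a silenced CMV-driven GFP reporter were exposed to compound for 30 h at 37 C. After PBS washes, GFP-positive cells (20-120 um objects) counted by laser-scanning microplate cytometry.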
SMN2 splice enh – qHTS Assay for Enhancers of SMN2 Splice Variant Expression | HEK293 SMN2-luciferase splicing reporter, luminescence, 30-36 h | hit rate 2.8% among 210,000 | Potency, µM (highest dose often 46.1 µM), for the others: top-dose activity change, positive = activation, actives largely listed as activators; note: % of control where 0% means no effect; nearly all actives have a fitted effect of over 55% in size
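qHTS luciferase splicing reporter: luminescence rises when SMN2 exon 7 is included in transfected HEK293 cells. Compound exposure lasted 30-36 h at 37C, with 4.5 mM final sodium butyrate as control, followed by a ONE-Glo read.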
RECQ1 inh – qHTS Assay for Inhibitors of RecQ-Like Dna Helicase 1 (RECQ1). ATP-dependent DNA helicase Q1 (Homo sapiens), P46063. RECQ1 DNA unwinding, red fluorescence kinetic read. Potency, µM (top dose mostly 57.3 µM), inactives show at the highest dose activity, negative = inhibition, actives largely listed as inhibitors. hit rate 0.54% among 240,000;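 note: plate controls were vehicle for no effect and no enzyme for full effect; nearly all actives have a fitted effect of over 30% in size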
Target sequence (P46063 whole entry, looked up): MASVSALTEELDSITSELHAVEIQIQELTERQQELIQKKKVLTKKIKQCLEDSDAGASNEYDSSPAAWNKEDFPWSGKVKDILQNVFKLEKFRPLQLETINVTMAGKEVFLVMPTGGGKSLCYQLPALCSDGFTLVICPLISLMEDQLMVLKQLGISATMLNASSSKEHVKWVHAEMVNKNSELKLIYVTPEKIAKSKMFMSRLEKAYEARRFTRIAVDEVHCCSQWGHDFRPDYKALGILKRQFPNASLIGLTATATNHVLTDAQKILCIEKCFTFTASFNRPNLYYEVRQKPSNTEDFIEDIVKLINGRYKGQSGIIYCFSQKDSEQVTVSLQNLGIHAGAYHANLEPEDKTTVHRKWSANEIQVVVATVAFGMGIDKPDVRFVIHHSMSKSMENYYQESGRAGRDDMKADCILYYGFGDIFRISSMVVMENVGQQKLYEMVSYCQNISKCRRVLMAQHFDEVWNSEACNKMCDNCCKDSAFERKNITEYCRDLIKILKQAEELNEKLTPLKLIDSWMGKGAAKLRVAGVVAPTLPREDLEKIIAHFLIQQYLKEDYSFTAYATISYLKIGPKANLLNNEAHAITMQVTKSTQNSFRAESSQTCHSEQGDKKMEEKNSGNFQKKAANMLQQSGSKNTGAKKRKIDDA
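RECQ1T1 50 nM; forked duplex (20 bp + 30-nt ss tails) 200 nM, ATP 2 mM final; pH 8.0, 2 mM MgCl2, 2.5 ug/ml poly(dI-dC); 15 min compound preincubation; discontinuous kinetic read over 2 h at RT.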
NPSR antagonist – qHTS Assay for Antagonists of the Neuropeptide S Receptor: cAMP Signal Transduction; Q6W5P4; CHO-NPSR cells, cAMP TR-FRET, antagonist mode; Potency, µM (top dose mostly 38.3 µM), for inactives: at the top dose activity change, negative = inhibition, most hits filed as inhibitors; hit rate 1% among 220,000; note: % is set by controls: 0 for no effect and ±100 for the full control effect; nearly all actives have a fitted effect of over 50% in size; many of its hits are not listed in these tables
Numbers without * were called inactive; i = inactive; u = inconclusive; x = no result given; & = joins results of further samples; [ ] = remark or other dose. Unless noted, calls come from the whole dose curve; as a rule, active = well fitted curve in the direction sought with a large enough effect; inconclusive = small, poorly fitted or top-dose-only effect, or another doubt; inactive = no such curve, though single readings can be large; an effect the other way counts as inactive or inconclusive. Potency is the fitted concentration of half-maximal effect. Some of the compounds tested, so the mix of outcomes need not match the whole.

Results follow in this order: IMPase Li inh, Luc counter, JMJD2E inh, GoLoco inh red, Epigenetic derep, SMN2 splice enh, RECQ1 inh, NPSR antagonist
- O=C(NCc1cccs1)c1ccc([N+](=O)[O-])cc1
  -4%, -2%, -8%, -14%, 4.2%, -4%, -13%, 8%
- O=C1OC(NC(=O)c2ccccc2)C(n2cc(CO)nn2)=C1Cl (stereo not given)
  19%[38.3 µM], 17%, -13%, -17%, -1.0%, 9%, -12%, -9%[46.1 µM]
- CCSCc1nnc(SCC(=O)Nc2nccs2)n1CC
  7%, 2%, 8%, -1%, -2.0%, 4%, -14%, 13%
- O=C(CCc1ccccc1)Nc1ccc(NC(=O)C2CCCCC2)nc1
  7%, -1%, u, 11%, -0.1%, x, -4%, -11%
- CC(C)OCCCNC(=O)c1ccc2c(c1)ncn2C1CCCC1
  -1%, 2%, 0%, -2%, 4.5%, 5%, 0%, 4%
- O=C(/C=C/c1ccccc1)Nn1cnnc1
  -7%[38.3 µM], -3%, 5%, 5%, -0.1%, 15%, -6%, -16%[46.1 µM]
- CC(=O)c1ccc[nH]1
  6%, -1%, -1%, -1%, -1.0%, 10%, i, x
- N#C/C(=C(/O)COC(=O)c1ccccc1O)c1nc2ccccc2s1
  19%, 1%, -19%, 121%[activator], 2.3%, -42%[inhibitor], -5%, -2%
- O=C(CSc1nnnn1-c1ccc(F)cc1)NC1CCCCC1
  15%[38.3 µM], 6%, -8%, 4%, 0.0%, x, 2%, -7%[46.1 µM]
- CCn1c(-c2cccn(Cc3ccc(Cl)cc3Cl)c2=O)n[nH]c1=S
  0%, 2%, u, 3%, -4.4%, -39%[inhibitor], 4%, -17%
- CCOC(=O)C/C(C)=N/NC(=O)CNc1cccc(Cl)c1C
  -5%, 2%, 10%, -1%, -2.7%, 11%, i, 6%
- COc1ccc(C2C(C(=O)Nc3cccc(C)n3)c3ccccc3C(=O)N2C)cc1 (stereo not given)
  x, x, u, x, -1.7%, x, i, -27%[46.1 µM]
- COc1ccc(-c2nc(CSCC(=O)NCC3CCCO3)c(C)o2)cc1OC (stereo not given)
  -6%[38.3 µM], -1%, u, -3%, 0.9%, -12%, -5%, -5%[46.1 µM]
- Cc1ccc(-c2csc(NC(=O)COc3ccc(N(C)S(=O)(=O)c4ccc(C)cc4)cc3)n2)cc1
  2%, -2%, 4%, 22%, -0.9%, -9%[1.84 µM], -10%, 8%
- Cc1nc2ncnn2c(C)c1CCC(=O)NC(C)CCc1ccco1 (stereo not given)
  1%[38.3 µM], -1%, 13%, 7%, -1.1%, 3%, -4%, -3%[46.1 µM]
- COc1cccc(NC(=S)N2CCN(Cc3ccccc3)CC2)c1
  -3%, -2%, -5%, -3%, 0.0%, -2%, -3%, 15%
- COc1ccc(NC(=O)CSc2nc3ccccc3c3nc4ccccc4n23)cc1
  -10%, 2%, 1%, 2%, -3.2%, -26%, 1%, 7%
- Cc1cc(C)nc(NC(=O)c2ccc(OC(C)C)cc2)n1
  17%[38.3 µM], -10%, -1%, -2%, 0.0%, -13%, -2%, -7%[46.1 µM]
- CCOc1cc(/C=C2/C(=N)N3OC(C)=CC3=NC2=O)ccc1OCCOc1ccccc1
  -4%[38.3 µM], 3%, -21%, 19%, -0.8%, -21%, -5%, 10µM*
- COCCCNC(=O)c1c(N)n(/N=C/c2cccnc2)c2nc3ccccc3nc12
  33%[38.3 µM], -2%, u, 7%, -1.0%, x, -1%, -13%[46.1 µM]
- O=C(OC(C(=O)NCc1ccc2c(c1)OCO2)c1ccncc1)c1ccc(Cl)nc1 (stereo not given)
  -16%, 0%, 0%, 8%, -0.1%, -4%, i, -7%
- CCN1CCN(C(=O)c2ccc(OCC(=O)Nc3ccc(F)cc3)c(OC)c2)CC1
  1%, -2%, -6%, 0%, 1.1%, -20%, 1%, 8%
- NC(=O)c1oc2ccccc2c1NC(=O)c1ccco1
  -4%[38.3 µM], 0%, -3%, 15%, 0.0%, -8%, -10%, -1%[46.1 µM]
- Cc1cc(C)c(C#N)c(SCc2nnc(-c3ccccc3[N+](=O)[O-])o2)n1
  32%[activator], -5%, -28%, 14%, -1.1%, 1.1µM*, 13%, -7%
- CC1(C)CC(=O)CC(C)(C)N1OC(=O)c1ccccn1
  -2%, 1%, 3%, -10%, 0.0%, 6%, 3%, 3%[46.1 µM]
- COc1cc(C(=O)Oc2ccccc2/C=N/NC(=O)c2ccc(Cl)cc2)cc(OC)c1OC
  3%, -1%, 6%, -10%, 2.1%, -101%[inhibitor], 22µM*, 2%
- COc1cccc(-c2nc(CS(=O)(=O)CC(=O)NCCC(C)C)c(C)o2)c1
  10%, 1%, -7%, -10%, 3.0%, -5%, -1%, 2%[46.1 µM]
- COc1cc(C)nc(N(C)C(C)=O)n1
  3%, -1%, 1%, 3%, 0.9%, -5%, 3%, 8%
- Cc1ccc(Cc2cnc(NC(=O)c3cccs3)s2)cc1
  2%[38.3 µM], -4%, u, 7%, -3.1%, 14µM*, -13%, -13%[46.1 µM]
- Cc1ccc(S(=O)(=O)N2CCN(C(=O)CC3CCCC3)CC2)cc1
  -10%, 7%, -1%, 2%, -0.9%, -21%, -10%, -8%[46.1 µM]
- CCOC(=O)C1=C(c2ccccc2)N(C)C(=O)NC1c1ccc(OC(F)F)c(OC)c1 (stereo not given)
  -11%[38.3 µM], 0%, -3%, -9%, -1.8%, -19%, -7%, u
- COCCn1c(SCc2ccc(OC)c(F)c2)nc2ccccc2c1=O
  5%, -3%, 2%, -2%, 0.9%, -15%, i, -39%
- C=CCc1c(C)nc2c(OC)cccc2c1Cl
  -6%, -5%, -26%, 9%, 2.4%, x, i, 8%
- COCCNC(=O)C(c1ccccc1)N(CCOC)C(=O)Cn1nnc2ccccc21 (stereo not given)
  2%[38.3 µM], -2%, -4%, 0%, 1.7%, -3%, -2%, -3%[46.1 µM]
- CC1CCC/C(=C\Nc2ccc(O)cc2)C1=O (stereo not given)
  29%[38.3 µM], -10%, u, 28µM*, -0.5%, -11%, u, -4%[46.1 µM]
- COc1ccc(/C=N/OCC(=O)Nc2ccc3c(c2)OCO3)c(OC)c1
  12%, 7%, -1%, 9%, -1.6%, -4%, i, -4%
- CC(=O)NC(C(=O)O)C(C)(C)SN=O (stereo not given)
  15%, -5%, 6%, 4%, 0.0%, -3%, i, x
- NC(=O)c1cc(C(N)=O)nc(Cl)n1
  x, x, 13%, 0%, 0.0%, x, -10%, -3%
- C/C=C/C(=O)N1CC2(CC(c3cccc(NC(=O)CC)c3)=NO2)C[C@H]1C(N)=O (stereo not given in full)
  x, x, -16%, 9%, -1.6%, x, -23%, 33%
- CCOc1ccc(NC(=O)CN(c2ccc(OCC)cc2)S(=O)(=O)c2c(C)[nH]c(=O)[nH]c2=O)cc1
  -1%, -2%, 5%, 7%, 2.5%, 4%, -2%, 7%
- CS(=O)(=O)N1CCN(c2ccc(NC(=O)CSc3ccc(Cl)cc3)cc2)CC1
  11%[38.3 µM], 18%, 3%, 15%, 0.1%, -17%, -10%, -6%[46.1 µM]
- CCCCC1=CC2=CC(=O)C(C)(OC(=O)C3CCCC3)C(=O)C2=CO1 (stereo not given)
  6%, -1%, -6%&-8%, 11%&136%, -0.3%&2.1%, -8%, u, 15%
- COc1ccccc1Cn1c(C(C)C)nc2ccccc21
  x, x, -6%, 3%, 1.0%, x, -2%, u
- CCOCCCNS(=O)(=O)c1ccc2c(c1)oc(=O)n2CC(=O)OCC
  22%[38.3 µM], -2%, 2%, 12%, -9.5%, -4%, -9%, -10%[46.1 µM]
- C=CCn1cnc2scc(-c3ccccc3)c2c1=O
  -3%[38.3 µM], 0%, 6%, 11%, 0.8%, -6%, 4%, u
- O=C(Nc1nccs1)c1ccc(Br)o1
  6%, -14%, -6%, -3%, -0.8%, 11µM*, 1%, -1%[46.1 µM]
- CCCn1c(SCC(=O)NCCc2ccccc2)nnc1-c1cccnc1
  -4%[38.3 µM], 1%, -2%, 7%, 0.0%, -43%[inhibitor], i, -1%[46.1 µM]
- COC(=O)[C@H]1C[C@@H]1[C@H](NC(=O)c1cc(C)nn1C)c1ccccc1
  -2%, -11%, 2%, -3%, 0.0%, -5%, 21%, x
- O=C(Cn1ccc(C(F)(F)F)n1)N/N=C/c1ccc2c(c1)OCO2
  x, x, -9%, x, -0.9%, x, -3%, 6%[46.1 µM]
- Cc1ccc(-c2csc(/C=C3\SC(C)C(=O)N3CC(=O)Nc3ccccc3F)n2)cc1 (stereo not given)
  x, x, 10%, 14%, 7.2%, x, 12%, -18%
- CC1CCCCC1NC(=O)C1CCN(C(=O)c2sccc2-n2cccc2)CC1 (stereo not given)
  24%[38.3 µM], -1%, 12%, -5%, -0.8%, -8%, 4%, u
- O=C(Nc1cccc(F)c1)N1CCCC2(CCN(C(=O)c3ccco3)CC2)C1
  13%, 0%, x, -4%, x, 6%, -10%, x
- CCOc1ccc(Nc2nc(N)nc(CCl)n2)cc1
  x, x, -9%, -6%, 0.0%, x, -10%, 22%

Part of the list above in order of count of non-hydrogen atoms, lowest first:
Results follow in this order: IMPase Li inh, Luc counter, JMJD2E inh, GoLoco inh red, Epigenetic derep, SMN2 splice enh, RECQ1 inh, NPSR antagonist
- N#C/C(=C(/O)COC(=O)c1ccccc1O)c1nc2ccccc2s1
  19%, 1%, -19%, 121%[activator], 2.3%, -42%[inhibitor], -5%, -2%
- CCCn1c(SCC(=O)NCCc2ccccc2)nnc1-c1cccnc1
  -4%[38.3 µM], 1%, -2%, 7%, 0.0%, -43%[inhibitor], i, -1%[46.1 µM]
- COCCNC(=O)C(c1ccccc1)N(CCOC)C(=O)Cn1nnc2ccccc21 (stereo not given)
  2%[38.3 µM], -2%, -4%, 0%, 1.7%, -3%, -2%, -3%[46.1 µM]

Bioassay records from PubChem.
